BioA inh – M. tuberculosis BioA enzyme inhibitors, primary screen, biochemical, plate reader, single point, HTS; AID 602481, 2012; purified M. tuberculosis BioA enzyme; actives 0.096% (n = 360,000); 7,8-diaminopelargonic acid synthase BioA (Mycobacterium tuberculosis); inhibition, % at 9.99 µM; in the data active means inhibition above about 40%
Starred values were filed as active, the others as inactive.

SMILES	BioA inh
C[C@H](CO)N1C[C@H](C)[C@H](CN(C)CC2CCCCC2)Oc2c(NC(=O)Nc3ccc4c(c3)OCO4)cccc2C1=O	0.9
C[C@@H]1CN([C@H](C)CO)C(=O)Cc2cc(NC(=O)Cc3ccccc3)ccc2O[C@H]1CN(C)Cc1ccncc1	-1.3
Cc1ccccc1S(=O)(=O)N1CCCCN2[C@H](CO)[C@H](c3ccc(-c4cncnc4)cc3)[C@@H]2C1	2.4
C[C@@H]1CCCCO[C@H](CN(C)C(=O)Nc2ccccc2)[C@@H](C)CN([C@@H](C)CO)C(=O)c2cc(NS(=O)(=O)c3ccccc3)ccc2O1	0.3
COc1ccc(S(=O)(=O)N(C)C[C@@H]2Oc3ccc(NC(=O)Nc4ccc5c(c4)OCO5)cc3CC(=O)N([C@@H](C)CO)C[C@@H]2C)cc1	0.9
C[C@H]1CN([C@@H](C)CO)C(=O)c2cc(-c3cccc(C#N)c3)cnc2O[C@@H]1CN(C)Cc1ccccc1	0.5
C[C@H]1CN([C@@H](C)CO)C(=O)c2cc(C#CCc3ccccc3)cnc2O[C@H]1CN(C)C(=O)C1CCOCC1	3.0
Cc1ccc(S(=O)(=O)Nc2cccc3c2O[C@@H](CN(C)Cc2ccc4c(c2)OCO4)[C@H](C)CN([C@H](C)CO)C3=O)cc1	0.1
CN(C)C(=O)c1cccc(-c2ccc3c(c2)[C@H]2[C@H](CCN2C(=O)Cc2ccccn2)[C@@H](CO)N3C)c1	1.9
CO[C@@H]1CN(C)C(=O)c2ccc(NC(=O)C3CCCC3)cc2OC[C@@H](C)N(C(=O)Nc2ccc(C(F)(F)F)cc2)C[C@H]1C	-2.8
CCCNC(=O)Nc1ccc2c(c1)OC[C@H](C)N(C(=O)C1CCCCC1)C[C@H](C)[C@H](OC)CN(C)C2=O	-2.5
CC(C)NC(=O)Nc1cccc2c1O[C@@H](CN(C)Cc1ccc(C(F)(F)F)cc1)[C@H](C)CN([C@H](C)CO)C2=O	4.7
C[C@@H]1CN([C@@H](C)CO)C(=O)c2cccc(NS(=O)(=O)c3ccc(F)cc3)c2O[C@@H]1CN(C)C(=O)Nc1ccc(F)cc1	1.5
O=C(C[C@@H]1C=C[C@H](NC(=O)c2ccccc2)[C@H](CO)O1)NCc1ccc(Oc2ccccc2)cc1	-0.1
CCNC(=O)C[C@@H]1CC[C@H]2[C@H](COc3ccc(NC(=O)Nc4c(C)noc4C)cc3C(=O)N2C)O1	0.4
C[C@H]1CN([C@@H](C)CO)C(=O)Cc2cc(NC(=O)CCC(F)(F)F)ccc2O[C@@H]1CN(C)CC1CCCCC1	-5.2
CO[C@@H]1CN(C)C(=O)c2cc(NC(=O)NC3CCCCC3)ccc2OC[C@@H](C)NC[C@H]1C	0.7
Cc1noc(C)c1NC(=O)N(C)C[C@H]1OCCCC[C@H](C)Oc2ccc(NS(=O)(=O)c3cn(C)cn3)cc2C(=O)N([C@@H](C)CO)C[C@@H]1C	-1.0
C[C@@H]1CN([C@@H](C)CO)C(=O)c2cc(-c3ccc(F)cc3)cnc2O[C@H]1CN(C)C(=O)NC1CCCC1	3.3
C[C@H]1CN([C@@H](C)CO)C(=O)c2c(c3ccccc3n2C)-c2ccccc2CO[C@@H]1CN(C)C(=O)[C@H](Cc1ccccc1)N(C)C	-0.2
CC(C)NC(=O)N(C)C[C@@H]1Oc2ncc(-c3cccc(C#N)c3)cc2C(=O)N([C@H](C)CO)C[C@H]1C	-0.6
CCCNC(=O)[C@@H]1[C@@H](CO)[C@@H]2Cn3c(ccc(/C=C/c4ccccc4)c3=O)[C@H]1N2C(=O)c1cccnc1	-0.1
C[C@H](CO)N1C[C@H](C)[C@@H](CN(C)Cc2ccccc2)Oc2c(NS(=O)(=O)c3cccs3)cccc2C1=O	2.8
COc1ccc(NC(=O)Nc2ccc3c(c2)OC[C@H](C)NC[C@@H](C)[C@H](OC)CN(C)C3=O)cc1	3.1
CCCNC(=O)N(C)C[C@@H]1Oc2ncc(C#CCC3CCCC3)cc2C(=O)N([C@@H](C)CO)C[C@H]1C	2.5
CCCNC(=O)N1C[C@@H](O)COC[C@@H]2O[C@@H](CC(=O)NCc3ccc(Cl)c(Cl)c3)CC[C@H]21	-1.6
C[C@@H]1CN([C@@H](C)CO)C(=O)c2cc(C3=CCCCC3)cnc2O[C@@H]1CN(C)C(=O)Cc1ccncc1	5.1
CC(C)NC(=O)N(C)C[C@@H]1Oc2cc(C#C[C@@H](C)O)ccc2S(=O)(=O)N([C@@H](C)CO)C[C@H]1C	-5.0
C[C@H](CO)N1C[C@H](C)[C@@H](CN(C)C(=O)NC2CCCC2)Oc2ncc(C3=CCCCC3)cc2C1=O	-1.0
O=C(Cc1ccncc1)NCC[C@H]1CC[C@@H](NC(=O)C2CC2)[C@H](CO)O1	-1.2
C[C@@H]1CCCCO[C@@H](CN(C)S(=O)(=O)c2ccc(Cl)cc2)[C@H](C)CN([C@H](C)CO)C(=O)c2cc(NC(=O)Nc3ccccc3)ccc2O1	-0.1
O=C(Nc1ccccc1)N1CCCCN2[C@H](CO)[C@@H](c3ccc(C#Cc4cccnc4)cc3)[C@@H]2C1	1.6
CCN1[C@H](C(=O)NCCN2CCCCC2)[C@@H](CO)[C@@H]2Cn3c(ccc(-c4ccc(OC)cc4)c3=O)[C@@H]21	2.0
C[C@@H](NC(=O)C[C@@H]1C[C@H]2c3cc(NC(=O)C4CCC4)ccc3O[C@H]2[C@H](CO)O1)c1ccccc1	1.2
C[C@H]1CN([C@@H](C)CO)C(=O)c2cc(-c3ccccc3)cnc2O[C@H]1CN(C)C(=O)Cc1ccccn1	-0.2
O=C(N[C@@H]1CC[C@@H](CCNS(=O)(=O)c2cccc(Cl)c2)O[C@H]1CO)c1ccccc1	0.1
C[C@H](CO)N1C[C@H](C)[C@@H](CN(C)C(=O)C2CC2)Oc2cc(C#Cc3ccncc3)ccc2S1(=O)=O	1.6
CO[C@H]1CN(C)C(=O)c2ccc(NC(=O)C3CC3)cc2OC[C@@H](C)N(C(=O)c2ccccc2F)C[C@@H]1C	-1.1
COc1ccc(NC(=O)Nc2cccc3c2O[C@H](CN(C)C)[C@@H](C)CN([C@H](C)CO)C3=O)cc1	0.2
O=C(C[C@@H]1CC[C@H](NC(=O)C2CCC2)[C@@H](CO)O1)NCCCN1CCOCC1	2.5

Grouped by structure: the compounds so far with fluorine.
SMILES	BioA inh
CO[C@@H]1CN(C)C(=O)c2ccc(NC(=O)C3CCCC3)cc2OC[C@@H](C)N(C(=O)Nc2ccc(C(F)(F)F)cc2)C[C@H]1C	-2.8
CC(C)NC(=O)Nc1cccc2c1O[C@@H](CN(C)Cc1ccc(C(F)(F)F)cc1)[C@H](C)CN([C@H](C)CO)C2=O	4.7
C[C@@H]1CN([C@@H](C)CO)C(=O)c2cccc(NS(=O)(=O)c3ccc(F)cc3)c2O[C@@H]1CN(C)C(=O)Nc1ccc(F)cc1	1.5
C[C@H]1CN([C@@H](C)CO)C(=O)Cc2cc(NC(=O)CCC(F)(F)F)ccc2O[C@@H]1CN(C)CC1CCCCC1	-5.2
C[C@@H]1CN([C@@H](C)CO)C(=O)c2cc(-c3ccc(F)cc3)cnc2O[C@H]1CN(C)C(=O)NC1CCCC1	3.3
CO[C@H]1CN(C)C(=O)c2ccc(NC(=O)C3CC3)cc2OC[C@@H](C)N(C(=O)c2ccccc2F)C[C@@H]1C	-1.1

Additional structures follow.
SMILES	BioA inh
COc1cccc(-c2cn(CC[C@H]3CC[C@H](NS(=O)(=O)Cc4ccccc4)[C@@H](CO)O3)nn2)c1	2.2
COCC(=O)N(C)C[C@H]1Oc2cc(-c3ccccc3F)ccc2S(=O)(=O)N([C@H](C)CO)C[C@H]1C	0.5
CCNC(=O)C[C@@H]1CC[C@@H](NS(=O)(=O)c2ccc(F)cc2)[C@H](CO)O1	0.1
C[C@@H]1CN([C@H](C)CO)C(=O)c2cc(/C=C/c3ccccc3)cnc2O[C@H]1CN(C)C(=O)c1cccnc1	-2.1
C[C@@H]1CCCCO[C@@H](CN(C)C(=O)c2ccccc2)[C@@H](C)CN([C@@H](C)CO)C(=O)c2cc(NS(=O)(=O)c3cccs3)ccc2O1	0.3
COc1cccc(C(=O)Nc2ccc3c(c2)C(=O)N(C)C[C@H](OC)[C@@H](C)CN(C(=O)C2CCCC2)[C@@H](C)CO3)c1	-4.5
C[C@@H]1CN([C@@H](C)CO)C(=O)c2cc(NC(=O)Nc3ccccc3)ccc2O[C@H]1CN(C)Cc1ccc(Cl)c(Cl)c1	-2.1
C[C@@H]1CCCCO[C@@H](CN(C)Cc2ccc3c(c2)OCO3)[C@H](C)CN([C@H](C)CO)C(=O)c2cc(NS(=O)(=O)c3ccc(F)cc3)ccc2O1	0.7
O=C(Cc1ccccc1)N1C[C@@H]2[C@H](c3ccccc31)[C@H](CO)N2C(=O)C1CCCCC1	2.3
CC(C)C(=O)Nc1ccc2c(c1)C(=O)N(C)[C@@H]1CC[C@H](CC(=O)NCCCN(C)C)O[C@H]1CO2	4.8
O=C(C[C@H]1CC[C@H]2[C@@H](COC[C@@H](O)CN2S(=O)(=O)c2cccc(F)c2)O1)NCc1ccc2c(c1)OCO2	-0.2
COC(=O)[C@@H]1[C@@H](CO)[C@@H]2Cn3c(ccc(-c4ccccc4)c3=O)[C@@H]2N1S(C)(=O)=O	0.1
CC=Cc1ccc2n(c1=O)C[C@H]1[C@H](CO)[C@@H](C(=O)NCC)N(Cc3cocn3)[C@@H]21 (mixture of isomers)	0.8
C[C@H](CO)N1C[C@H](C)[C@@H](CN(C)S(=O)(=O)c2cccs2)Oc2ccc(NS(=O)(=O)c3ccc(F)cc3)cc2CC1=O	-3.1
COc1ccc(-c2ccc([C@@H]3[C@@H](CO)N(C(=O)C4CCCCC4)[C@H]3C#N)cc2)cc1	-0.7
O=C(C[C@H]1C[C@@H]2c3cc(NC(=O)C4CCC4)ccc3O[C@@H]2[C@@H](CO)O1)NCC1CC1	-0.9
COc1ccc(NC(=O)N(C)C[C@@H]2Oc3ccc(NC(=O)CCC(F)(F)F)cc3CC(=O)N([C@H](C)CO)C[C@@H]2C)cc1	-0.8
C[C@H](CO)N1C[C@H](C)[C@H](CN(C)Cc2ccccc2)Oc2c(NC(=O)Nc3ccc(C(F)(F)F)cc3)cccc2C1=O	-2.5
C[C@@H]1CN([C@@H](C)CO)C(=O)c2cc(NC(=O)Nc3ccc4c(c3)OCO4)ccc2O[C@@H](C)CCCCO[C@@H]1CN(C)C(=O)C1CCCCC1	-0.7
C[C@H]1CN([C@@H](C)CO)C(=O)c2cc(NC(=O)CCC(F)(F)F)ccc2O[C@H]1CN(C)Cc1ccc(C(=O)Nc2ccccc2N)cc1	-1.5
CC(C)C#Cc1cnc2c(c1)C(=O)N([C@H](C)CO)C[C@H](C)[C@H](CN(C)C(=O)C1CCC1)O2	-0.9
COc1ccc(S(=O)(=O)N(C)C[C@H]2Oc3ccc(NC(=O)C4CCCCC4)cc3CC(=O)N([C@@H](C)CO)C[C@H]2C)cc1	1.5
C[C@H]1CN([C@@H](C)CO)C(=O)c2cccc(NC(=O)c3nc4ccccc4s3)c2O[C@H]1CN(C)Cc1ccccc1	-1.4
C[C@@H](O)C#Cc1ccc([C@H]2[C@@H](CO)N3CCCCN(CC4CCOCC4)C[C@H]23)cc1	-3.5
C[C@H](CO)N1C[C@H](C)[C@@H](CN(C)C(=O)Nc2ccc3c(c2)OCO3)OCCCC[C@H](C)Oc2ccc(NS(=O)(=O)c3cn(C)cn3)cc2C1=O	0.6
CC(C)NC(=O)N(C)C[C@H]1OCCCC[C@@H](C)Oc2ccc(NS(=O)(=O)c3ccccc3)cc2C(=O)N([C@@H](C)CO)C[C@H]1C	-0.4
C[C@@H]1CCCCO[C@H](CN(C)Cc2ccncc2)[C@H](C)CN([C@H](C)CO)C(=O)c2cc(NS(=O)(=O)c3ccccc3)ccc2O1	-0.7
Cc1ccc(S(=O)(=O)N(C)C[C@H]2Oc3ncc(-c4ccncc4)cc3C(=O)N([C@@H](C)CO)C[C@H]2C)cc1	-2.0
CCC(=O)N1C[C@H](C)[C@@H](OC)CN(C)C(=O)c2cc(NC(=O)NC(C)C)ccc2OC[C@@H]1C	-0.9
Cn1cnc(CCNC(=O)C[C@H]2CC[C@@H]3[C@H](COC[C@@H](O)CN3C(=O)Nc3ccc(Cl)cc3)O2)c1	1.0
N#C[C@H]1N[C@H](CO)[C@H]1c1ccccc1	0.0
C[C@H](O)C#Cc1cnc2c(c1)C(=O)N([C@@H](C)CO)C[C@@H](C)[C@@H](CN(C)C(=O)CN1CCOCC1)O2	-0.5
C[C@H]1CN([C@@H](C)CO)C(=O)Cc2cc(NC(=O)C3CC3)ccc2O[C@@H]1CN(C)S(=O)(=O)c1cccs1	0.0
CC(=O)NC[C@H]1[C@H](c2ccc(-c3ccccc3)cc2)[C@@H](CO)N1C(=O)C1CC1	-7.9
CO[C@H]1CN(C)C(=O)c2cc(NC(=O)c3ccccc3)ccc2OC[C@H](C)N(CC2CC2)C[C@H]1C	0.2
C[C@H](CO)N1C[C@H](C)[C@H](CN(C)CC2CC2)Oc2c(NC(=O)c3nc4ccccc4s3)cccc2C1=O	-4.2
C[C@@H]1CN([C@@H](C)CO)C(=O)c2cc(-c3ccc(C#N)cc3)cnc2O[C@@H]1CN(C)C(=O)Nc1ccc(F)cc1	0.4
CCNC(=O)C[C@@H]1CC[C@@H]2[C@@H](COc3ccc(NC(=O)c4cccc(C(F)(F)F)c4)cc3C(=O)N2C)O1	7.9
C[C@@H]1CN([C@H](C)CO)C(=O)Cc2cc(NC(=O)CCN3CCOCC3)ccc2O[C@H]1CN(C)Cc1ccc(Cl)c(Cl)c1	-0.6
COCC#Cc1cnc2c(c1)C(=O)N([C@H](C)CO)C[C@@H](C)[C@H](CN(C)C)O2	-1.2

Bioassay records (PubChem)

Only part of the results is shown, so the mix of outcomes need not match the whole.
